Source: PubChem
HT1080 IDH1KD tx: qHTS for induction of synthetic lethality in tumor cells producing 2HG: qHTS for the HT-1080-IDH1KD cell line | HT-1080 IDH1 knockdown viability, ATP luminescence, 48 h | Potency, µM (doses to about 46.1 µM), for the others: at the top dose activity, negative = toxicity, hits mostly cytotoxic | 2% of 360,000 active | AID 686971, 2013;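 further: potency means the concentration at half of the fitted maximal effect; 0% = DMSO wells and -100% = cell-free medium wells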
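In this qHTS, HT-1080 cells depleted of IDH1 are exposed for 48 h at 37 °C to compound titrations. Toxicity is scored from CellTiter-Glo luminescence, with DMSO as full viability and medium alone as none.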
SW480 rereplic: A quantitative high throughput screen for small molecules that induce DNA re-replication in SW480 colon adenocarcinoma cells. SW480 DNA re-replication, Hoechst DNA content imaging, 48 h. Potency, µM (series often up to 46.1 µM), for inactives: at the top dose re-replication activation, usual class: activators. 1.8% of 340,000 active. AID 624297, 2012; further: potency means the concentration at half of the fitted maximal effect; % of control where 0% means no effect; nearly all actives have a fitted effect of over 55% in size
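Cells (250 per well) received 23 nL compound or DMSO by pin tool and were kept 48 hr at 37 C, 5% CO2. Nuclei were then stained with Hoechst for 40 min and scanned for DNA content.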
S2 tox: Viability Counterscreen for Primary qHTS for Inhibitors of ATXN expression. S2 cells (HEK-293 line with an ATXN2-luciferase reporter) viability, CellTiter-Fluor protease fluorescence, 24 h. Potency, µM (titrated, usually from 56.7 µM), usual class: cytotoxic. 0.49% of 400,000 active; further: potency means the concentration at half of the fitted maximal effect; nearly all actives have a fitted effect of over 40% in size
ATXN2 expr inh: Primary qHTS for Inhibitors of ATXN expression; HEK-293 ATXN2-luciferase reporter, luminescence, 24 h; Potency, µM (titrated, usually from 57 µM), for the others: top-dose activity change, negative = inhibition, usual class: inhibitors; 0.72% of 360,000 active; further: potency means the concentration at half of the fitted maximal effect; on the % scale 0 is the no-effect control and ±100 the full control effect; nearly all actives have a fitted effect of over 55% in size
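qHTS (up to 57 uM final) was run with 24 h compound exposure of reporter cells at 37 °C. Each well was multiplexed: SteadyGlo luminescence measured ATXN2-luciferase expression after a fluorogenic Gly-Phe-AFC viability readout (25 uM final).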
KB-V1 MDR tox: qHTS assay for MDR1-selective chemotherapeutics: Primary screen using the drug-selected MDR subline cells KB-V1; Potency, µM (doses to about 46.1 µM), for inactives: top-dose activity change, negative = cytotoxicity, usual class: cytotoxic; KB-V1 MDR cells viability, CellTiter-Glo, 72 h; 3.4% of 400,000 active; AID 1347076, 2019; further: potency means the concentration at half of the fitted maximal effect; on the % scale 0 is the no-effect control and ±100 the full control effect; nearly all actives have a fitted effect of over 60% in size
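Cytotoxicity via CellTiter-Glo luminescence after 72 h compound exposure at 37 degrees C. Cells: drug-selected KB-V1 line, DMEM phenol-red free plus 10% FBS. Compounds tested at multiple concentrations; normalized data fitted to concentration-effect curves.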
KB-3-1 cytotox: qHTS assay for MDR1-selective chemotherapeutics: Primary screen using the parental adenocarcinoma cell KB-3-1; Potency, µM (titrated, usually from 46.1 µM), inactives show at the highest dose activity change, negative = cytotoxic, actives largely listed as cytotoxic; AID 1347075, 2019; 1.4% of 400,000 active; KB-3-1 viability, CellTiter-Glo ATP luminescence, 72 h; further: potency means the concentration at half of the fitted maximal effect; on the % scale 0 is the no-effect control and ±100 the full control effect; nearly all actives have a fitted effect of over 60% in size
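Viability of parental KB-3-1 cells, measured by CellTiter-Glo luminescence, followed a 72 h incubation at 37 °C with pinned compounds in phenol-red-free DMEM containing 10% FBS.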
HT1080NT lethal: qHTS for induction of synthetic lethality in tumor cells producing 2HG: qHTS for the HT-1080-NT fibrosarcoma cell line. 1.6% of 360,000 active. HT-1080-NT fibrosarcoma viability, CellTiter-Glo ATP luminescence, 48 h. AID 686970, 2013. Potency, µM (series often up to 46.1 µM), without a hit: at the highest dose activity, negative = less viability, usual class: cytotoxic;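 further: NT is the 2HG producing partner of a matched IDH1 knockdown line; potency means the concentration at half of the fitted maximal effect; 0% = DMSO-treated cells and -100% = media-only wells without cells; nearly all actives have a fitted effect of over 55% in size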
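Compounds were tested in concentration-response format on HT-1080-NT cells for 48 hours at 37 degrees C. Cell viability came from CellTiter-Glo luminescence; curves were classified by r2, response magnitude and activity.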
MCF10A rerep: A quantitative high throughput screen for small molecules that induce DNA re-replication in MCF 10a normal breast cells; MCF 10A DNA re-replication, Hoechst nuclear intensity, 48 h; Potency, µM (highest dose often 46.1 µM), inactives show at the top dose activity, positive = re-replication, most hits filed as activators; 2.9% of 350,000 active; further: potency means the concentration at half of the fitted maximal effect; % of control where 0% means no effect; nearly all actives have a fitted effect of over 50% in size
IL1B secr inh: qHTS for Inhibitors of Inflammasome Signaling: IL-1-beta AlphaLISA Primary Screen | THP-1 LPS/ATP IL-1B secretion, AlphaLISA, 16 h; hits give low values | AID 743279, 2014 | activity change, % at 57.5 µM | 4.7% of 360,000 active; in the data active means activity change below about -50%; inconclusive means mostly about -30% to -49%; further: on the % scale 0 is the no-effect control and ±100 the full control effect
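Secreted IL-1B measured by AlphaLISA bead assay after 16 h compound exposure of THP-1 cells; compounds (final up to 57.5 uM) added 1 h before LPS (250 ng/mL) and ATP (1.25 mM) stimulation; lower signal means less secretion.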
The depositor's hits bear a star; i = inactive; ? = inconclusive; · = no result given; [ ] = another dose, or the depositor's remark. Unless noted, the call rests on the fitted dose curve; in most records, active means well fitted curve in the direction sought with a large enough effect; inconclusive means small, poorly fitted or top-dose-only effect, or another doubt; inactive means no such curve, though single readings can be large; an effect the other way counts as inactive or inconclusive.

SMILES	HT1080 IDH1KD tx	SW480 rereplic	S2 tox	ATXN2 expr inh	KB-V1 MDR tox	KB-3-1 cytotox	HT1080NT lethal	MCF10A rerep	IL1B secr inh
Cc1cc(Cl)ccc1OCC(=O)Nc1cccc(S(=O)(=O)NC2=NCCCCC2)c1	-12%	3%	i	-14%	?	-3%	-4%	17%	-71*
O=C(COc1ccc(Cl)cc1)NCc1nnc(SCC(=O)NCCc2ccccc2)o1	-29%	-3%	i	-9%	1%	20%	-27%	-4%	6
CC(=O)Nc1ccc(S(=O)(=O)NCCNC(=O)c2ccccc2F)cc1	11%	-6%	i	-10%	22%	8%	17%	-3%	3
O=C(NCCCN1CCOCC1)c1cc2c(s1)CCC2	-2%	-1%	i	8%	13%	-3%	19%	-1%	31
Cc1cc(C)cc(NS(=O)(=O)c2cc(C(=O)NCc3ccccn3)ccc2Cl)c1	1%	-1%	i	5%	-24%	4%	2%	-3%	2
CSc1nc2c(c(=O)[nH]1)C(c1ccc(F)cc1)CC(=O)N2 (stereo not given)	5%	-6%	i	-9%	54%	18%	5%	-12%	13
COc1ccc(N=C2S/C(=C\c3ccco3)C(=O)N2CC(C)C)cc1	12%	-3%	i	-14%	0%	3%	7%	-3%	-10
CC(NC(=O)c1ccc2c(c1)OCO2)C(c1cccs1)N1CCN(c2ccccc2)CC1 (stereo not given)	?	?	i	-22%	-11%	1%	-27%	0%	-25
CC(C)NC(=S)NC1(C)CCS(=O)(=O)C1 (stereo not given)	1%	0%	i	-3%	?	17%	4%	3%	-2
Fc1cc(F)c2nc(N3CCOCC3)sc2c1	2%	3%	i	36%	-6%	0%	5%	10%	-11
COc1cccc(-c2noc(COc3ccc(C(C)(C)C)cc3)n2)c1	·	·	i	8%	?	3%	·	·	·
CCN(CC)C(=O)COc1ccc2oc(C)c(C(=O)OC)c2c1	10%	-19%	i	2%	0%	7%	-5%	6%	-4
COc1ccc(S(=O)(=O)NCCc2sc(C)nc2C)cc1	·	·	i	-17%	?	-26%	·	·	·
O=C(NCc1cccnc1)C1c2ccccc2C(=O)N1C1CCCC1 (stereo not given)	4%	10%	i	4%	?	1%	0%	14%	-1
CC(C)CNC(=O)COC(=O)c1c2c(nc3ccccc13)CCC2	1%	3%	i	1%	?	8%	-8%	1%	8
Cc1csc(SCC(=O)N(c2ccccc2)C(C)C)n1	4%	4%	i	-15%	?	-1%	10%	16%	-12
O=C(Nc1cc(N2CCOCC2)ncn1)c1ccccc1	5%	-3%	i	22%	5%	29%	10%	3%	?
CN1C(=O)C(C)(C)c2cc(S(=O)(=O)N3CCC(C(=O)NCc4ccc(Cl)cc4)CC3)ccc21	-21%	11%	i	-5%	10%	10%	-8%	1%	6
CCOc1cc(C(=O)N(C)Cc2cc3cc(OC)ccc3[nH]c2=O)cc(OCC)c1OCC	1%	15%	i	-1%	2%	-7%	5%	0%	-14
COc1ccc(/C=C/c2c([N+](=O)[O-])c(=O)n(C)c(=O)n2C)cc1O	-11%	?	i	6%	?	?	-3%	4%	-83*
CCc1cc2c(=O)c(-c3ccc4c(c3)OCCO4)coc2cc1OS(C)(=O)=O	?	9.2µM*	i	42%[activator][11.3 µM]	?	?	-28%	11%	-87*
Cc1cc(Br)ccc1NC(=O)CSc1nnc(CN2CCOCC2)n1C	26%	-9%	i	-1%	16%	-2%	17%	-7%	-17
O=C(NCC1CCCN1S(=O)(=O)c1cccs1)c1ccc(F)c(F)c1 (stereo not given)	-6%	-2%	i	-11%	-13%	-14%	-3%	3%	-11
COc1ccc(Nc2ncnc3sccc23)c(OC)c1	-8%	-60%[inhibitor]	i	29%	6%	14%	3%	?	14
COC(=O)c1scc(-c2ccc(C)cc2)c1S(=O)(=O)Nc1ccc(OC(F)(F)F)cc1	·	·	i	3%	-13%	0%	·	·	·
Next structures.
SMILES	HT1080 IDH1KD tx	SW480 rereplic	S2 tox	ATXN2 expr inh	KB-V1 MDR tox	KB-3-1 cytotox	HT1080NT lethal	MCF10A rerep	IL1B secr inh
S=C(Cc1ccccc1)Nc1ccccc1	-9%	1%	i	-16%	·	·	-1%	26%	8
COc1ccc(OCC(=O)Nc2ccc(S(=O)(=O)N(C)c3ccccc3)cc2)cc1	6%	3%	i	5%	?	-4%	7%	2%	-4
Cc1c(Cc2ccccc2)c(=O)oc2c(C)c(OCC(=O)Nc3ccc(C#N)cc3)ccc12	16%	-6%	·	-32%	10%	6%	11%	0%	-6
CC(=O)Nc1ccc(S(=O)(=O)NCC(=O)N2CCN(S(=O)(=O)c3cccs3)CC2)cc1	-15%	-4%	i	3%	?	0%	-8%	5%	-30
Cc1ccc2c(c1)c(N1CCCC1=O)c(C(=O)Nc1ccc(F)cc1F)n2C	·	·	i	-3%	?	-9%	·	·	·
Cc1ccc(N2CC(NC(=O)C3CC3)CC2=O)cc1 (stereo not given)	0%	?	i	1%	25%	17%	5%	?	6
CCc1cccc(CC)c1NC(=O)CCS(=O)(=O)c1ccc(Br)s1	·	·	i	3%	-16%	4%	·	·	·
COc1cc(OC)cc(C(=O)N[C@H](C(=O)OCC(=O)c2ccc(C)c([N+](=O)[O-])c2)C(C)C)c1	9%	5%	i	-15%	9%	3%	9%	16%	15
O=C(Nc1ccc(NC(=O)c2ccccc2Cl)nc1)c1ccco1	-16%	3%	i	17%	?	-4%	-3%	8%	-2
Cc1ccc(NC(=S)N(CCCN2CCCC(C)C2)Cc2ccco2)cc1C (stereo not given)	?	-7%	i	-13%	-17%	-21%	-23%	7%	?
Cc1cc(Cl)ccc1OCC(=O)N1C(C)CCCC1C (stereo not given)	-15%	3%	?	24%	-15%	?	7%	17%	17
Cc1cc(C)nc(NNC(=O)c2ccccc2O)n1	1%	?	i	·	-29%	0%	3%	9%	17
COc1ccc(CCNCC(O)COc2cccc(C(C)=O)c2)cc1OC (stereo not given)	8%	7%	?	-37%	-2%	9%	0%	4%	-6
O=S(=O)(NCC1CCCO1)c1ccc(-c2ccc(S(=O)(=O)NCC3CCCO3)cc2)cc1 (stereo not given)	-29%	-7%	i	?	?	?	-10%	14%	-2
CC(C)c1ccc(C2(O)C(=O)Nc3cc(Br)ccc32)c(O)c1 (stereo not given)	-29%	?	i	-28%	0%	3%	-21%	?	?
COc1cccc(C(=O)NNC(=O)CCN2CCN(c3ccccc3)CC2)c1	17%	-2%	i	-17%	-6%	-2%	2%	2%	6
Cc1cccc(NC(=O)c2nc[nH]c2C(=O)N2CCN(C(=O)OC(C)(C)C)CC2)c1	10%	-15%[9.22 µM]	i	-8%	3%	-11%	2%	-4%	-2
COc1ccc(C2CC(=O)C(C=NCCN3CCN(C(C)=O)CC3)=C(O)C2)cc1 (stereo not given)	-2%	?	i	-6%	6%	0%	4%	?	0
O=C(N/N=C/c1ccc(OC(F)F)cc1OC(F)F)NC1CCCCC1	-27%	-26%	i	21%	?	10%	-25%	?	-81*
Cc1c(NC(=O)c2ccco2)cccc1C(=O)NN1C(=O)c2ccccc2C1=O	0%	2%	i	·	15%	3%	20%	-2%	0
CCn1cc(CCCC(=O)NCc2cccc(OC)c2)c2ccccc21	5%	-14%	i	12%	-7%	4%	2%	1%	?
COCCNc1ncnc2c1ncn2[C@H]1CN(CCN2CCOCC2)C[C@@H](CO)O1	23%	·	i	13%	4%	0%	23%	·	2
CCOc1ccc(OCC)c(NC(=O)c2cnn(-c3ccc(F)cc3)c2C2CCN(C(=O)OC(C)(C)C)CC2)c1	·	·	i	4%	?	-4%	·	·	·
O=C1OC(c2ccccc2)c2ccccc21 (stereo not given)	18%	-1%	i	-4%	17%	10%	-1%	9%	-15
O=C(COc1ccc(Cl)cc1Cl)NCc1ccco1	5%	-1%	i	58%[activator]	2%	2%	11%	5%	-15
(next part)
SMILES	HT1080 IDH1KD tx	SW480 rereplic	S2 tox	ATXN2 expr inh	KB-V1 MDR tox	KB-3-1 cytotox	HT1080NT lethal	MCF10A rerep	IL1B secr inh
O=c1[nH]c2ccccc2c(=O)n1CCCO	11%	-12%	i	0%	-2%	-18%	6%	-5%	2
CCC1(c2ccccc2)NC(=O)N(CC(=O)Nc2cccc(C#N)c2)C1=O (stereo not given)	8%	-2%	i	-12%	11%	-13%	-1%	?	-2
CC(C)(C)C(=O)c1sc2nc(-c3cccs3)cc(C(F)(F)F)c2c1N	2%	-2%	i	25%	11%	25%	-1%	-1%	-24
CC(C)[C@H](NC(=O)c1ccccc1)C(=O)OCC(=O)Nc1ccc2c(c1)OCCO2	3%	0%	i	·	-4%	3%	2%	0%	-6
COc1ccccc1N1CCN(C2=NS(=O)(=O)c3ccccc32)CC1	-3%	-4%	i	8%	-5%	-5%	2%	-1%	19
COc1cc(Cl)c(C)cc1NC(=O)CSc1ccc(NC(C)=O)cc1	0%	-2%	i	6%	-10%	-1%	4%	3%	?
Cc1ccc(/C=N/Nc2nc(C)cc(C)n2)cc1	5%	-147%[inhibitor]	i	-4%	2%	?	4%	24%	4

Some of the entries above in another layout.
structure: Cc1ccc2c(c1)c(N1CCCC1=O)c(C(=O)Nc1ccc(F)cc1F)n2C
  HT1080 IDH1KD tx = · | SW480 rereplic = · | S2 tox = i | ATXN2 expr inh = -3% | KB-V1 MDR tox = ? | KB-3-1 cytotox = -9% | HT1080NT lethal = · | MCF10A rerep = · | IL1B secr inh = ·

structure: Cc1ccc(N2CC(NC(=O)C3CC3)CC2=O)cc1 (stereo not given)
  HT1080 IDH1KD tx = 0% | SW480 rereplic = ? | S2 tox = i | ATXN2 expr inh = 1% | KB-V1 MDR tox = 25% | KB-3-1 cytotox = 17% | HT1080NT lethal = 5% | MCF10A rerep = ? | IL1B secr inh = 6

Rows were taken by chance (roughly 11% active in at least one column).
